FXIa inh mix: factor XIa (human) inhibition, mixture screen; purified FXIa, fluorogenic substrate, pooled mixtures; AID 680; inhibition, % at 5 µM; hit rate 0.19% among 62,000;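 further: each value is inhibition by a whole ten-compound pool holding the compound; 0% = enzyme with no mixture and 100% = wells lacking enzyme; strong numbers were not always called active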
MKP-1 inh: human dual specificity phosphatase 1 inhibition; hit rate 0.15% among 65,000; AID 374; recombinant MKP-1, OMFP hydrolysis fluorescence; inhibition, %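 (compounds tested at a single concentration somewhere between 10 and 100 µM)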;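 active means inhibition above about 50%, limit read from the data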;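 further: 0% = DMSO max control wells and 100% = wells with enzyme stopped by NaOH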
CatL block: blocks human cathepsin L protease activity; AID 460; purified cathepsin L, fluorogenic substrate, fluorescence; inhibition, %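 (tested at 10 µM)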; hit rate 0.17% among 58,000; in the data active means inhibition above about 45%;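 further: 0% = enzyme with no compound and 100% = no enzyme blank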
Target sequence (P07711 114-288 limits assumed): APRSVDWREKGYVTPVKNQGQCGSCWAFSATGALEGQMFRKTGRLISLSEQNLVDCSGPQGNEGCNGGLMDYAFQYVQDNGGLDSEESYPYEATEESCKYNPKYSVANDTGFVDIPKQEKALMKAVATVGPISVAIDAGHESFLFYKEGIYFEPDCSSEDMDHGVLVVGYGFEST
Target sequence (P07711 292-333 limits assumed): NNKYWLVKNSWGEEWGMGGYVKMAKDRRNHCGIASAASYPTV
C1s inh: blocks human complement C1s protease activity. P09871. purified C1s, fluorogenic AMC substrate, pooled mixtures. hit rate 0.16% among 62,000. mean inhibition % of two 10-compound mixtures (hits give high values), % at 5 µM (by protocol). AID 538;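 active means inhibition above 20% in each of the two 10-compound mixture wells holding the compound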;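 further: 0% = enzyme wells lacking compound mixture and 100% = no-enzyme blank wells; some compounds called inactive have numbers as strong as hits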
FXIIa inh mix: inhibitors of human coagulation factor XIIa, pooled mixtures; P00748; purified FXIIa, fluorogenic substrate; inhibition, % at 5 µM; hit rate 0.2% among 62,000; AID 684;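 further: 0% = enzyme without compound and 100% = no enzyme blank; some results filed as inactive read as strong as hits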
Cdc25B inh: inhibitors of human Cdc25B phosphatase; P30305; recombinant Cdc25B, OMFP fluorescence Ex485/Em525; inhibition, %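 (compounds tested at 10 µM final in the well)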; hit rate 0.1% among 65,000; in the data active means inhibition above about 50%
Target sequence (P30305 whole entry, looked up): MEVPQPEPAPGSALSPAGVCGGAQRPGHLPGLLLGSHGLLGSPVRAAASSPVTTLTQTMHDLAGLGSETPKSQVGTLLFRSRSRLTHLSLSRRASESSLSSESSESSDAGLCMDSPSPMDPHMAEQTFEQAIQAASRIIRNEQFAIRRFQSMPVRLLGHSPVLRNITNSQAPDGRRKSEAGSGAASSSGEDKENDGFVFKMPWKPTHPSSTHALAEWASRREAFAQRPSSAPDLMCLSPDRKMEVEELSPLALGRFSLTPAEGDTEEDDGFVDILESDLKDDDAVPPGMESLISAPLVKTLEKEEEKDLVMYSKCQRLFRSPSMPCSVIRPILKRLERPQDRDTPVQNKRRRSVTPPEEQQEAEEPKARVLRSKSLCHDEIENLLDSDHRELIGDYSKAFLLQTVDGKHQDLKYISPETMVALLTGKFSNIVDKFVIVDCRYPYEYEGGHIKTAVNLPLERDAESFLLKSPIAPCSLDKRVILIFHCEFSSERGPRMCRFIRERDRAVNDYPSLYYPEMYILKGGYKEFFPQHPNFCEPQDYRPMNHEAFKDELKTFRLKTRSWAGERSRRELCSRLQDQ
HTR1A agonist: agonists of human 5-HT1a serotonin receptor; activation, % at 10 µM; P08908; hit rate 0.56% among 65,000; CHO 5-HT1a Ga15 NFAT-bla reporter, FRET ratio; 0% basal, 100% maximal reference agonist;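 active means activation above the screen-wide mean activation plus 3 SD, cut at about 19% in these data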;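 further: 0% = DMSO wells and 100% = 5-CT at EC100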
CatG inh: blocks human cathepsin G enzyme activity; AID 581; P08311; purified enzyme, AMC-tetrapeptide fluorescence, pooled mixtures; hit rate 0.2% among 62,000; inhibition, % at 5 µM (by protocol);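 active means inhibition above 20% in each of the two mixture wells holding the compound; inactive means inhibition of 20% or less in either well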;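 further: 0% = enzyme control without mixture and 100% = blank lacking enzyme; strong numbers were not always called active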
Target sequence (P08311 21-244 limits assumed): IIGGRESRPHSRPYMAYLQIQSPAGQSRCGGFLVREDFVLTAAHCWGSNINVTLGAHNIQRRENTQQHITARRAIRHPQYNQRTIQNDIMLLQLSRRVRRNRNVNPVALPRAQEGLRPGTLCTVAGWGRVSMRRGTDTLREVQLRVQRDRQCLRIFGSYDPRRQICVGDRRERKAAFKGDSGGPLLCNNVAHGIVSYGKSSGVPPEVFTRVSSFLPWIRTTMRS
Hsp90 block: displaces geldanamycin probe from tumor Hsp90; inhibition, % at 30 µM; hit rate 0.35% among 64,000; P07900; AID 429; NCI-N417 lysate Hsp90, Cy3B-geldanamycin FP displacement;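 active means inhibition above 50%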;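 further: 0% = tracer plus lysate wells and 100% = tracer alone without lysate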
Numbers without * were called inactive; . = not tested or not shown. Unless noted, no stated cut-off is given here; in the data, active means inhibition above about 20% (passing the limit was not always enough); inactive means the rest.

1: CC(C)n1nnnc1SCC(=O)NCc1cccs1
2: c1ccc2c3c([nH]c2c1)-c1[nH]ncc1CC3
3: CCOC(=O)C1CCN(C(=O)COc2ccc(Cl)cc2Cl)CC1
4: c1ccc2nc(N3CCCC3)c(N3CCCC3)nc2c1
5: CCCCC(=O)Nc1ccc(C(=O)Nc2ccc(S(=O)(=O)N3CCCC3)cc2)cc1
6: Cc1ccc(NC(=O)CN(C)c2ccc(S(=O)(=O)N3CCN(C)CC3)cn2)cc1
7: O=C1c2ccccc2C(=O)N1Cc1nc(-c2ccccn2)no1
8: CCOCCCn1c(C)nc2c(c1=O)c1nc3ccccc3nc1n2CCC1=CCCCC1

Compound	1	2	3	4	5	6	7	8
FXIa inh mix	7	-10	-2	8	7	29	-1	-2
MKP-1 inh	1	-4	2	-8	13	-8	28	29
CatL block	-19	-3	3	-5	10	15	14	-40
C1s inh	1	-58	-9	11	1	-41	0	-7
FXIIa inh mix	-15	-19	13	1	-12	0	5	6
Cdc25B inh	-8	2	-20	-13	-12	0	-17	-13
HTR1A agonist	-3.1	17	-0.2	1.6	0.0	-1.9	-1.8	2.9
CatG inh	-1	-10	-4	16	-3	-7	10	10
Hsp90 block	-1	1	-3	-2	-1	0	-2	-6

9: O=C(CCC1CCCCC1)Nc1c2c(nn1-c1ccc(F)cc1)CS(=O)C2 (configuration not stated)
10: COc1ccc(NC(=O)C2CC2)cc1-n1cnnn1
11: COC(=O)C1CCN(C(=O)c2ccccc2Oc2ccccc2)CC1
12: O=C(NC1CCCC1)C1CCCN1C(=O)Nc1ccccc1 (configuration not stated)
13: C=CCSC1=N/C(=C\c2ccc3c(c2)OCO3)C(=O)S1
14: Cc1cc(C)c(NC(=O)c2ccc(S(=O)(=O)N3CCOCC3)cc2)c(C)c1
15: O=C(NCCc1ccccc1)c1cc2ncc(Br)cn2n1
16: CC(C)(C)c1ccc(C(=O)Nc2nonc2-c2nc3ccccc3[nH]2)cc1

Compound	9	10	11	12	13	14	15	16
FXIa inh mix	7	-12	7	1	10	6	-6	3
MKP-1 inh	-22	12	7	-3	5	16	-3	12
CatL block	-10	-1	-2	-1	-11	-4	16	.
C1s inh	13	16	-2	-7	1	0	1	-20
FXIIa inh mix	-3	0	-14	2	3	0	12	-9
Cdc25B inh	-22	3	4	14	5	-22	-26	-1
HTR1A agonist	0.2	-2.0	-1.4	-1.8	-2.2	-0.7	-0.5	0.7
CatG inh	12	11	0	-3	1	0	-3	-3
Hsp90 block	2	0	-2	0	-4	-2	-8	-2

A different layout for some results above:
| # | canonical_smiles | FXIa inh mix | MKP-1 inh | CatL block | C1s inh | FXIIa inh mix | Cdc25B inh | HTR1A agonist | CatG inh | Hsp90 block |
| --- | --- | --- | --- | --- | --- | --- | --- | --- | --- | --- |
| 13 | C=CCSC1=N/C(=C\c2ccc3c(c2)OCO3)C(=O)S1 | 10 | 5 | -11 | 1 | 3 | 5 | -2.2 | 1 | -4 |
| 14 | Cc1cc(C)c(NC(=O)c2ccc(S(=O)(=O)N3CCOCC3)cc2)c(C)c1 | 6 | 16 | -4 | 0 | 0 | -22 | -0.7 | 0 | -2 |
| 15 | O=C(NCCc1ccccc1)c1cc2ncc(Br)cn2n1 | -6 | -3 | 16 | 1 | 12 | -26 | -0.5 | -3 | -8 |
| 16 | CC(C)(C)c1ccc(C(=O)Nc2nonc2-c2nc3ccccc3[nH]2)cc1 | 3 | 12 | . | -20 | -9 | -1 | 0.7 | -3 | -2 |

Remaining list, next part:
17: S=c1[nH]ncc2ccccc12
18: CCCn1nnc(NC(=O)c2cc(Br)ccc2OC)n1
19: Cc1noc(/C=C/N(C)C)c1S(=O)(=O)N1CCCC(C(=O)NCc2ccc(Cl)cc2)C1 (configuration not stated)
20: O=c1nc2n(c3sc4c(c13)CCC4)Cc1ccccc1-2
21: O=C(O)c1ccc2c(c1)N(Cc1ccccc1)C(=O)c1ccccc1S2=O (configuration not stated)
22: CCC(=O)/C=C1\Sc2ccc(OC)cc2N1CCO
23: COc1ccccc1C(=O)Nc1ccc(S(=O)(=O)N2CCOCC2)cc1
24: Cc1ccc(-n2nc(C)c3c2OC(N)=C(C#N)C3c2ccco2)cc1 (configuration not stated)

Compound	17	18	19	20	21	22	23	24
FXIa inh mix	-4	3	0	-4	-6	12	5	5
MKP-1 inh	16	14	29	5	2	-2	5	12
CatL block	11	-2	.	1	.	4	-1	6
C1s inh	-16	6	4	-11	0	2	15	3
FXIIa inh mix	9	-12	-16	0	-4	3	1	2
Cdc25B inh	9	-8	2	-18	66*	-8	2	5
HTR1A agonist	-3.0	-2.5	-1.3	0.6	-1.4	-1.1	-1.8	-0.5
CatG inh	-4	11	1	1	9	6	12	13
Hsp90 block	-1	-3	0	.	1	-5	0	-1

25: COc1ccc(CNC(=O)C(NS(=O)(=O)c2ccc3c(c2)CCCN3C(C)=O)C(C)C)cc1 (configuration not stated)
26: CN(C)S(=O)(=O)N1CCN(CC(O)COc2ccc(C(=O)c3ccccc3)cc2)CC1 (configuration not stated)
27: COc1ccc(-n2nnnc2SCC(=O)c2cc3ccccc3o2)cc1
28: COc1ccc(C(=O)N2CCN(S(=O)(=O)c3ccccc3)CC2)c(OC)c1
29: CC(C)C(c1nnnn1CCc1ccccc1)N1CCOCC1 (configuration not stated)
30: CC1(C)CC(=O)c2c(-c3cccnc3)n[nH]c2C1
31: Cc1ccc(-c2nn(CCC(=O)NCC3CCCO3)c(=O)c3ccccc23)cc1 (configuration not stated)
32: CC(C)C(C(=O)NCC1CCCO1)N(Cc1ccco1)C(=O)CNS(=O)(=O)c1ccc(F)cc1 (configuration not stated)

Compound	25	26	27	28	29	30	31	32
FXIa inh mix	-3	6	1	13	8	6	.	4
MKP-1 inh	7	6	4	-1	-9	-4	-18	8
CatL block	-3	19	.	20	-3	.	21	11
C1s inh	-38	14	2	14	11	11	.	15
FXIIa inh mix	2	1	0	6	3	4	.	-18
Cdc25B inh	8	-4	22	2	5	-10	11	-3
HTR1A agonist	-3.4	-1.2	-2.4	-1.8	-0.9	-2.2	0.3	-2.0
CatG inh	-4	10	9	41	8	8	.	13
Hsp90 block	1	-2	-2	-3	1	-3	2	-4

33: CC(=O)NC(Cc1cc(C)ccc1C)C(=O)N1CCN(C(=O)Nc2ccc(C(C)=O)cc2)CC1 (configuration not stated)
34: COC(=O)c1cc2nc(-c3ccccc3)cc(C)n2n1
35: C=CCn1c(N)nc2ccccc21
36: O=c1oc(-c2cccs2)nc2scc(-c3cccs3)c12
37: CN(CCNC(=O)c1cccc(N2CCCC2=O)c1)Cc1ccccc1
38: CCOc1ccc(C2C=C(c3ccccc3)Nc3ncnn32)cc1 (configuration not stated)
39: COCCCNC(=O)CCc1nc2cccnc2n1Cc1ccccc1
40: COCCNC(=O)CSc1nc2nc(C)cc(C)n2n1

Compound	33	34	35	36	37	38	39	40
FXIa inh mix	3	-3	-2	6	0	.	12	6
MKP-1 inh	12	4	-5	-2	-1	-25	35	5
CatL block	5	.	10	-3	8	-156	7	.
C1s inh	17	-4	4	-4	-23	.	-38	6
FXIIa inh mix	3	-1	11	2	24*	.	4	10
Cdc25B inh	8	4	8	-3	8	-10	-5	1
HTR1A agonist	-1.6	-0.4	-0.1	-0.5	-2.0	-4.9	0.7	-0.7
CatG inh	-1	6	0	9	6	.	-1	10
Hsp90 block	-2	-11	1	-10	0	-2	-2	-1

41: C=CCN1CC(c2nc3ccccc3n2CCOc2ccccc2)CC1=O (configuration not stated)
42: CCOC(=O)c1cc(C)n(-n2cnnc2)c1C
43: CC(C)Sc1nnc(-c2c[nH]c3ccccc23)n1C
44: COn1c(-n2nc(C)cc2C)nc2ccccc2c1=O
45: Cn1c(SCc2c(F)cccc2Cl)nnc1-c1cccs1
46: O=C(Cc1cn2ccsc2n1)Nc1ccccn1
47: Cc1cc(NC(=O)C2CCCN(S(=O)(=O)c3cnc[nH]3)C2)ccc1Br (configuration not stated)
48: CCN(CC)C(=O)C(C)OC(=O)c1ccc(O)cc1 (configuration not stated)

Compound	41	42	43	44	45	46	47	48
FXIa inh mix	6	-1	2	4	-7	4	10	6
MKP-1 inh	-15	13	5	-9	-12	6	4	8
CatL block	8	3	.	20	5	9	.	16
C1s inh	0	0	-2	-2	-16	-3	3	2
FXIIa inh mix	4	9	-9	12	2	6	-21	15
Cdc25B inh	-16	-11	-1	-28	0	-3	-2	-7
HTR1A agonist	-1.3	0.5	-4.2	-6.0	-1.1	0.5	-4.6	.
CatG inh	-2	5	-2	-2	-18	-2	8	-2
Hsp90 block	0	0	-2	2	-4	.	-6	.

49: Cc1cc(C)nc(NS(=O)(=O)c2ccc(Br)cc2)n1
50: Cn1c(CCNC(=O)c2ccco2)nc2cc(NS(=O)(=O)c3ccccc3)ccc21
51: CCOC(=O)c1c(C)[nH]c(C(=O)COC(=O)CSCC(=O)N(CC)CC)c1C
52: CCn1nnc(NC(=O)CSc2ccc(Cl)cc2)n1
53: CSc1nnc(N(CCC#N)CCC#N)s1
54: CCOC(=O)c1cccc(NC(=O)CN(c2ccc(OC)cc2)S(=O)(=O)c2c(C)noc2C)c1
55: CCOc1ccc(N2CC(C(=O)NC(C)C)CC2=O)cc1 (configuration not stated)
56: CC1CCc2cc(F)ccc2N1C(=O)c1cc2nc(-c3ccco3)cc(C(F)(F)F)n2n1 (configuration not stated)

Compound	49	50	51	52	53	54	55	56
FXIa inh mix	6	8	7	2	.	-6	5	10
MKP-1 inh	-1	7	32	9	-13	9	23	7
CatL block	-8	10	12	-4	6	9	-1	-8
C1s inh	7	-5	-27	-1	.	-29	14	-1
FXIIa inh mix	-17	10	-2	6	.	2	2	8
Cdc25B inh	-16	2	-3	7	5	2	-7	-3
HTR1A agonist	-4.0	3.4	-0.9	0.0	1.0	0.9	-5.6	1.0
CatG inh	8	-1	-7	-2	.	0	12	2
Hsp90 block	-4	0	0	-9	-1	-3	0	1

Among those listed so far, two contain a cyano group:
24: Cc1ccc(-n2nc(C)c3c2OC(N)=C(C#N)C3c2ccco2)cc1 (configuration not stated)
53: CSc1nnc(N(CCC#N)CCC#N)s1

Compound	24	53
FXIa inh mix	5	.
MKP-1 inh	12	-13
CatL block	6	6
C1s inh	3	.
FXIIa inh mix	2	.
Cdc25B inh	5	5
HTR1A agonist	-0.5	1.0
CatG inh	13	.
Hsp90 block	-1	-1

Next part:
57: CCOc1cc(NC(=O)c2ccco2)c(OCC)cc1NC(=O)COc1ccccc1C
58: O=C(CCS(=O)(=O)Cc1ccccc1)Nc1nc2c(s1)CCCC2
59: CC1=C(C(=O)Nc2cc(-c3cccc(F)c3)[nH]n2)C2(CCCCC2)OC1=O
60: O=C(Cn1c(NCCCO)nc2ccccc21)c1ccco1
61: COc1cccc(N2C(N)=NC(N)=NC2(C)C)c1
62: COC(=O)C1=C(C)NC(=O)C1(NC(=O)CN1CCCC1=O)C(F)(F)F (configuration not stated)
63: Cc1cc2oc(C(=O)Nc3cccnc3)c(C)c2cc1C
64: CC(=O)N(CCCN(C)C)CCC(C)CCC=C(C)C (configuration not stated)
65: CCOC(=O)N1CCN(C(=O)CCCn2nc(C)c3sc4ccccc4c3c2=O)CC1

Compound	57	58	59	60	61	62	63	64	65
FXIa inh mix	-4	2	5	0	-7	0	5	-7	-2
MKP-1 inh	-10	16	15	-25	-4	3	4	2	1
CatL block	-29	.	.	21	13	4	16	16	14
C1s inh	-22	2	-29	-40	-5	0	2	-19	5
FXIIa inh mix	-17	1	5	0	3	0	3	11	2
Cdc25B inh	1	-3	-8	-1	-8	-5	-9	-23	9
HTR1A agonist	0.3	-3.4	-0.1	2.4	-4.0	-0.3	-0.8	0.5	-3.1
CatG inh	0	7	-2	-8	-8	9	10	7	6
Hsp90 block	-1	-3	-2	-4	-1	-3	-4	-5	0

Screens (PubChem)
